mcGAS inh – cyclic GMP-AMP synthase inhibitors, mouse, primary biochemical chemiluminescence | Q8C6L5 | recombinant cGAS, Kinase-Glo ATP depletion luminescence | inhibition, % at 12.5 µM | 160,000 compounds, 0.15% hits;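 also: 0% = negative control wells and 100% = reference inhibitor with no enzyme activity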
hcGAS inh – Primary biochemical luminescence assay for human cyclic GMP-AMP synthase inhibitors; Q8N884; recombinant h-cGAS, ATP depletion, Kinase-Glo luminescence; inhibition, % at 12.5 µM; 290,000 compounds, 0.081% hits; AID 1259398, 2018;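 also: 0% = vehicle reaction and 100% = reaction without DNA for no activity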
Target sequence (Q8N884 whole entry, looked up): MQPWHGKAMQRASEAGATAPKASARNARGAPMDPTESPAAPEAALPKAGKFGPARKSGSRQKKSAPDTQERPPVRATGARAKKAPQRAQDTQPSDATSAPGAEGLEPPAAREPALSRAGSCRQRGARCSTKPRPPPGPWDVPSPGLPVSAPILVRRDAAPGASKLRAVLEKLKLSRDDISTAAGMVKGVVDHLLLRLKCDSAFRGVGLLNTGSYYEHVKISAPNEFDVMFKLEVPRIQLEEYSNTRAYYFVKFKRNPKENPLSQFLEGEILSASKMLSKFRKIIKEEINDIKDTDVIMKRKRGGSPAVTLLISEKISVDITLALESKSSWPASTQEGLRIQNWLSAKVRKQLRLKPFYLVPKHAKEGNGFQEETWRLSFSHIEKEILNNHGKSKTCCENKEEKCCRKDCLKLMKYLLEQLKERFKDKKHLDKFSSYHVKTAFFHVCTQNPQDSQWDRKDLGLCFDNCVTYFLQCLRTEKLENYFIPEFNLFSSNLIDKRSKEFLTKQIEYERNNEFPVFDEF
NPYLR7 ag – agonists of mosquito NPYLR7 receptor, primary screen, cell-based, Aedes aegypti, calcium fluorescence, mosquito biting behavior | Aedes aegypti neuropeptide Y-like receptor 7 (NPYLR7) | activation, % at 10 µM | 270,000 compounds, 0.15% hits | HEK293T NPYLR7/Galpha15, GCaMP6s calcium fluorescence | AID 1259423, 2018; in the data active = activation above about 40%;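 also: 0% = vehicle and 100% = reference agonist at the receptor; some compounds past the cut are filed as inactive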
Active calls of the source: *; nt = not tested or not shown. Rule as the data show it, unless noted: active = inhibition above about 40%; inactive = the rest.

canonical_smiles | mcGAS inh | hcGAS inh | NPYLR7 ag
COCCN(CCC(=O)Nc1ccc(C)cc1)c1nc(Cc2cccc(OC)c2)ns1 | -6 | -11 | -1
CC1(C)CC2CC(C)(CN2C(=O)CCC2(Cc3ccco3)CCC(=O)N2)C1 (stereo not drawn) | -12 | -10 | 15
O=C(CN1CCc2sccc2C1c1ccccc1)N1CCNC1=O (stereo not drawn) | nt | -5 | -23
CCCn1cc(NC(=O)c2cccc(CN3CC=CC3)c2)nn1 | nt | -7 | 13
Cc1ccc(-c2nnc(Nc3ccc(C(N)=O)cc3)c3ccccc23)cc1S(=O)(=O)NC(C)(C)C | nt | -2 | -17
Nc1ccc(N2CCC(Cc3ccccc3)CC2)c(C(=O)NCc2ccc(F)cc2)c1 | nt | -4 | 16
Cn1c(=O)c2cn3c4ccccc4nnc3c2n(C)c1=O | nt | 3 | 4
CCCN1CCN(c2nc3c(c(=O)[nH]c(=O)n3C)n2Cc2ccccc2F)CC1 | nt | -1 | 1
CCOC(=O)c1cc(-c2ccc(Cl)cc2)n(-c2ccc(C(=O)NCCc3ccc(OC)c(OC)c3)cc2)n1 | -7 | -5 | -1
CCCN(Cc1nnc(-c2ccco2)o1)C(=O)C=Cc1cc(Cl)cc(Cl)c1 | nt | -6 | 4
Cc1nc(C#N)c(N2CCOCC2)o1 | nt | 1 | 3
COCCO[C@H]1[C@H](NC(=O)C(C)C)c2ccccc2C12CCN(Cc1nc3ccccc3s1)CC2 | -9 | -7 | 8
COC(=O)c1cc2n(n1)CCCN(C(=O)c1cccc3[nH]c(C)nc13)C2 | -9 | 3 | -4
Cc1cc(C(=O)N2CCC3(CC2)CN(C2CCC2)CC3CO)n(C)n1 (stereo not drawn) | -5 | -10 | nt
CCCCC1(C)NC(=O)N(CC(=O)Nc2ccc(Cl)cc2C)C1=O (stereo not drawn) | nt | -3 | -1
COc1ccc(-n2c(SCc3ccc(C(=O)NCc4ccco4)cc3)nnc2-c2ccccc2[N+](=O)[O-])cc1 | -7 | 1 | 15
O=C(COc1cccc(Cl)c1)N1CCC(Cc2ccc(F)cc2)CC1 | -5 | 0 | 13
Cn1nnc2c(N3CCN(C(=O)CSCc4ccccc4)CC3)ncnc21 | nt | -3 | 0
CC1CCN(S(=O)(=O)NCCc2ccccc2F)CC1 | -6 | -15 | 1
Nc1[nH]n(-c2ccccc2)c(=O)c1N=Nc1c(Cl)cc(Cl)cc1Cl | -6 | -6 | -3
COc1ccc2c(c1)C1(CC(=O)N(C)C1=O)C(=O)N2CCCn1c(=O)n(C)c2ccccc21 (stereo not drawn) | 0 | 2 | -16
COc1ccc(CN2CCN(C(=O)Nc3cc(C)on3)CC2)cc1OC | nt | -13 | 13
Cc1cc(C)nc(NC(=O)c2cccc(CN3CCCC(C(N)=O)C3)c2)c1 (stereo not drawn) | nt | 1 | 8
Cc1cc(C)cc(NC(=O)CCN(C)Cc2nc(C3CC3)no2)c1 | nt | -7 | -2

Some of the entries so far, field by field.
COc1ccc2c(c1)C1(CC(=O)N(C)C1=O)C(=O)N2CCCn1c(=O)n(C)c2ccccc21 (stereo not drawn)
- mcGAS inh = 0
- hcGAS inh = 2
- NPYLR7 ag = -16

Cc1cc(C)cc(NC(=O)CCN(C)Cc2nc(C3CC3)no2)c1
- mcGAS inh = nt
- hcGAS inh = -7
- NPYLR7 ag = -2

Remaining list, next part:
canonical_smiles | mcGAS inh | hcGAS inh | NPYLR7 ag
Cc1ccccc1CC(=O)NC1CC(=O)N(CCCc2ccccc2)C1 (stereo not drawn) | nt | -5 | 12
Cc1nc(NC(=O)c2cc(Cl)ccc2OC(F)F)n[nH]1 | nt | -7 | -5
COc1cc(CN(C)Cn2nc3c(Cl)cc(Cl)cn3c2=S)ccc1OC(F)F | nt | -1 | 0
C=CCN(CC(O)COCc1ccccc1)CC1CC(c2ccccc2)=NO1 (stereo not drawn) | 2 | 4 | -3
Cc1c(CC(=O)NCc2ccco2)c2c(n1CC1CCCO1)CCCC2=O (stereo not drawn) | nt | -1 | 9
c1ccc(Oc2ncccc2-c2noc(C3CCOC3)n2)cc1 (stereo not drawn) | -14 | 0 | 1
COc1ccccc1Oc1coc2cc(O)ccc2c1=O | -4 | -1 | 1
Cc1cc(N2S(=O)(=O)c3ccccc3S2(=O)=O)ccc1Br | nt | 2 | -1
COc1cc(OC)cc(-c2nnc(SCC(=O)OCc3ccccc3)n2-c2ccc(C)cc2)c1 | -8 | -7 | nt
C=CCOC(CN1CCN(C(=O)c2ccc(Cl)cc2)CC1)c1cccc(N2CCCC2)c1 (stereo not drawn) | -7 | -4 | nt
O=c1[nH]nc(Cn2cccn2)n1Cc1ccccc1 | -9 | -1 | 3
O=c1[nH]c2ccccc2n1CCCN1CCCc2ccccc21 | 0 | -5 | -3
O=c1cc(CO)oc(C(Nc2ccccn2)c2cccc(F)c2)c1O (stereo not drawn) | 1 | 3 | -1
CCCC1NC(=O)N(CC(=O)Nc2ccc(Br)cc2C)C1=O (stereo not drawn) | nt | -14 | 8
CCCCOC(=O)N1C[C@@H](C(=O)OCC)[C@@H]2Oc3cc(OC)ccc3[C@@H]21 | -4 | 0 | 3
Cc1c(Cl)cccc1NS(=O)(=O)c1c[nH]c(=O)[nH]c1=O | nt | -3 | 10
CC(=O)Nc1nnc(C23CC4CC(CC(C4)C2)C3)s1 | -7 | -4 | 0
CCOC(=O)CCC(=O)Nn1cnc2c(cnn2-c2ccc(C)cc2)c1=O | nt | -6 | 5
COCCN(CC(=O)N(C)C)c1ccnc(C)n1 | nt | -2 | 3
Clc1c(CN2CCC(N3CCCC3)C2)sc2ccccc12 (stereo not drawn) | nt | -8 | 15
Cc1ccc2[nH]c(-c3cccs3)c(CCC(=O)O)c2c1 | nt | -3 | 16
CCCCNC(=O)c1csc(CN(CCCC)C(=O)Nc2ccc(F)cc2F)n1 | -6 | -10 | 8
Cc1ccc(-n2nnc(C(=O)OCc3ccccc3)c2C)cc1 | -4 | 1 | -17
CC(C)(C)NS(=O)(=O)c1cc(Br)cnc1N | nt | -7 | 1
Cc1cc(NC(=O)C(C)(C)C)sc1C(=O)N=c1sccn1C | nt | -16 | 4
Cc1c(Br)c(C(F)(F)F)nn1CC(=O)NCc1ccc(Cl)cc1 | nt | -7 | 2
CCCCN(C(=O)NC1CCCCC1)c1c(N)n(CCCC)c(=O)[nH]c1=O | -6 | -3 | 4
CC(C)N(CCC(=O)NCCN1CCOCC1)c1nc(C2CC2)nc2ccccc12 | 0 | 1 | 2
CCOC(=O)C1(C)CCCCCN1C(=O)c1ccc(Cl)nc1 (stereo not drawn) | nt | -15 | 3
Cn1c(=O)c2c(nc(S(C)(=O)=O)n2C)n(C)c1=O | -2 | -6 | 11
Cc1ccc(CSc2ccc(NC(=O)C3CC3)nn2)cc1 | nt | 2 | 1
O=[N+]([O-])c1ccccc1NN=C1CCCCc2ccccc21 | -5 | -4 | 2

Quoted from above, seven compounds:
canonical_smiles | mcGAS inh | hcGAS inh | NPYLR7 ag
Cc1c(Br)c(C(F)(F)F)nn1CC(=O)NCc1ccc(Cl)cc1 | nt | -7 | 2
CCCCN(C(=O)NC1CCCCC1)c1c(N)n(CCCC)c(=O)[nH]c1=O | -6 | -3 | 4
CC(C)N(CCC(=O)NCCN1CCOCC1)c1nc(C2CC2)nc2ccccc12 | 0 | 1 | 2
CCOC(=O)C1(C)CCCCCN1C(=O)c1ccc(Cl)nc1 (stereo not drawn) | nt | -15 | 3
Cn1c(=O)c2c(nc(S(C)(=O)=O)n2C)n(C)c1=O | -2 | -6 | 11
Cc1ccc(CSc2ccc(NC(=O)C3CC3)nn2)cc1 | nt | 2 | 1
O=[N+]([O-])c1ccccc1NN=C1CCCCc2ccccc21 | -5 | -4 | 2

The results go on.
canonical_smiles | mcGAS inh | hcGAS inh | NPYLR7 ag
CCC1=NS(=O)(=O)c2cc(NC(=O)COC)ccc2N1c1ccccc1 | nt | -6 | 28
O=C(COC(=O)c1cccc(NC(=O)c2ccccc2Br)c1)c1cccc([N+](=O)[O-])c1 | 0 | -1 | -4
O=C1C(Nc2cccc(Cl)c2)=C(N2CCCCC2)C(=O)c2ccccc21 | nt | -4 | 2
CCOc1ccc(C(=O)Nc2ccc(NC(=O)c3ccc(C(C)(C)C)cc3)cc2)cc1[N+](=O)[O-] | -8 | -5 | 11
O=C(c1cc(=O)[nH]c2ccc(F)cc12)N(Cc1ccccn1)CC1CCCO1 (stereo not drawn) | nt | -3 | 22
CCC(C)N(Cc1ccc(OS(=O)(=O)c2ccc(F)cc2)cc1)C(=O)c1ccccc1OC (stereo not drawn) | -5 | -5 | -2
CCOC1CCCN(C(=O)Cc2cccc3ccccc23)C1 (stereo not drawn) | nt | -9 | -3
CCN(CC)CCN(C(=O)c1ccnn1CC)c1nc2c(C)c(Cl)ccc2s1 | -8 | -6 | 1
COc1cccc2sc(=NC(=O)C3CCCCN3S(=O)(=O)c3cccs3)n(C)c12 (stereo not drawn) | -8 | -7 | 5
Cc1ccc(-n2ncc3c2CC(C)(C)CC3NC(=O)CCc2ccco2)cc1 (stereo not drawn) | -12 | -12 | 5
CCOC(=O)C1CCN(C(=O)CCN(c2nc(Cc3cccc(OC)c3)ns2)C(C)C)CC1 | -5 | -7 | -6
Cc1nc(NCCNC(=O)c2cccs2)cc(-n2cccn2)n1 | -5 | -2 | 19
CCOC(=O)C1CCN(C(=O)c2nn(-c3ccc(C(F)(F)F)cc3)c(=O)n(Cc3ccccc3)c2=O)CC1 | -4 | -8 | 17
Cc1cccc(-c2ncc(CN3CCN(C4CCN(C(C)C)CC4)C(CCO)C3)cn2)c1 (stereo not drawn) | 3 | 2 | -18
COc1cccc(CCNC(=O)c2cc(N3CCSCC3)nc3ccccc23)c1 | nt | -3 | 13
CCOC(=O)C1=C(C)NC2=C(C(=O)CC(C)(C)C2)C1c1ccc(O)c(OC)c1 (stereo not drawn) | -5 | -1 | -2
Cc1ccc(C(=O)Nc2ccc3[nH]cc(CCN4CCN(c5cccc(C(F)(F)F)c5)CC4)c3c2)cc1F | -8 | -14 | 8
CCCOc1ccccc1N1C(=O)CC(Nc2ccc(NC(C)=O)cc2)C1=O (stereo not drawn) | -4 | 4 | -11
O=[N+]([O-])c1cccc(-c2noc(CCN(Cc3ccco3)CC(O)COCc3ccccc3)n2)c1 (stereo not drawn) | -6 | -12 | 3
Cc1ccsc1CN(Cc1cccn1-c1ncccn1)CC(C)C | -19 | -7 | 11
CCC1=C(C)C=[N+]=C(N2CCCOC(CN3CCCC3)C2)N1 (stereo not drawn) | -6 | -17 | nt
Cc1cc(=O)oc2cc(NC(=S)NNC(=O)c3ccc(-n4cccc4)cc3)ccc12 | nt | 2 | -12
Cc1cc(C)cc(NC(=O)c2nnn(CC(=O)Nc3ccc(C)c(C)c3)c2N)c1 | -9 | -10 | -11
CCCCCCc1cc2cc(-c3csc(Nc4ccccc4)n3)c(=O)oc2cc1O | -6 | -2 | 12
Cc1cccc(OCc2ccc(-c3nc(C#N)c(N4CCCC4)o3)o2)c1 | -9 | -9 | 1
Cn1c(CCNC(=O)c2cn(CC3CCCNC3)nn2)nc2ccccc21 (stereo not drawn) | -6 | -7 | -1
Cc1cccc(C(=O)N2C(C(=O)NCc3ccncc3)COC23CCN(C(=O)c2cccc(F)c2)CC3)c1 (stereo not drawn) | -4 | -5 | 0
Cc1cccc(C(=O)N2C(C(=O)O)COC23CCN(C(=O)c2ccco2)CC3)c1 (stereo not drawn) | -6 | -7 | 8
CC(CCc1ccccc1)NC(=O)CCCCSc1nnc(Cc2ccccc2)n1-c1ccc(Cl)c(Cl)c1 (stereo not drawn) | -6 | -1 | -1
Cc1nc2cc(-c3cccc4ccnn34)ccc2s1 | nt | 1 | 6
O=C(c1cccnn1)N(Cc1cccc(Cl)c1)C1CC1 | -14 | -4 | 2
Cc1ccc(C2=NOC(CN(Cc3cccc(C(F)(F)F)c3)C(=O)C3CCCC3)C2)cc1 (stereo not drawn) | -3 | 3 | 0
CCn1nc(C)c(NC(=O)CN2CCc3[nH]nc(C4CCC4)c3C2)c1C | -12 | -6 | -8
CCN1C(=O)SC(Nc2ccc(C)cc2)C1=O (stereo not drawn) | -5 | -3 | 11
C[S+](C)C1C(=O)NC(=O)N(c2ccccc2)C1=O (stereo not drawn) | nt | -2 | -1
O=C(Nc1cccc(Cl)c1)N1CCN(c2ncc(C(F)(F)F)cc2Cl)CC1 | nt | -3 | 0
COC(=O)c1cccc(CS(=O)(=O)NCc2ccc(C)cc2)c1 | nt | -2 | 9
CCOC(=O)c1cc(-c2ccc(OC)cc2)n(C2CCN(C(=O)Cc3ccc(OC)cc3)CC2)n1 | -3 | -2 | 27
Nc1nc2c(s1)C[C@H]1C[C@H]2[C@@H](Oc2ccccn2)CN1C(=O)c1c(Cl)cccc1Cl | -5 | 6 | 15
C=CCN1C[C@H]2CN(C)c3ccccc3[C@@H]2N(C(=O)OC)CCC1=O | -8 | -10 | -2
CCc1ccccc1NC(=O)N1CCC2(CC1)C(=O)N(CC(=O)NCCc1ccccn1)CN2c1ccccc1 | -7 | -3 | 7
O=C(c1ccc(Cl)c(Cl)c1)N1CCCC(OCc2cccc(F)c2F)C1 (stereo not drawn) | nt | -2 | -4
CC1CCN(Cc2nc3c(c(=O)n(C)c(=O)n3C)n2C(C)C)CC1 | nt | -3 | -6
Cc1ccc(OCCN2CCC2(C)C(=O)Nc2cccc(NS(C)(=O)=O)c2)cc1 (stereo not drawn) | nt | -9 | 4
CC(C)(C(=O)NCC(=O)N1CCCC1)c1ccccc1F | nt | -11 | 11
O=C(Nc1ccccc1)N1CCn2cccc2C1c1ccncc1 (stereo not drawn) | nt | -6 | 12
Cc1ccccc1C1c2[nH]c3ccccc3c2CCN1Cc1ccn[nH]1 (stereo not drawn) | -3 | -5 | -10
Cc1cccc(C(=O)N(Cc2cccc(Cl)c2)Cc2nc3cc(Cl)ccc3o2)c1 | -6 | -5 | 5
